Bioassay records (PubChem BioAssay)
p53 reactivation: mutant p53 re-activation in reporter cells | Potency, µM (top dose mostly 92.2 µM), without a hit: top-dose activity change, positive = activation, usual class: activators | actives 0.063% (n = 320,000) | AID 504706 | H1299 p53-A138V BP100-luciferase reporter, luminescence, 24 h; further: potency means the concentration at half of the fitted maximal effect; % of control where 0% means no effect; nearly all actives have a fitted effect of over 45% in size
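H1299 (p53-null), stable ts p53-A138V + BP100-Luc; 1000 cells/well, Opti-MEM/10% FBS; cpd 4 pt, 1:5; 24 h, 37 deg C, 5% CO2; detection reagent 10 min RT; luminescence.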
S-ASM inh: inhibitors of human secretory acid sphingomyelinase; P17405; placental ASM, HMU-PC fluorogenic substrate, 60 min; Potency, µM (highest dose often 57.5 µM), without a hit: at the highest dose activity change, negative = inhibition, usual class: inhibitors; actives 0.006% (n = 340,000); AID 504937; further: potency means the concentration at half of the fitted maximal effect
Target sequence (P17405 47-631 limits assumed): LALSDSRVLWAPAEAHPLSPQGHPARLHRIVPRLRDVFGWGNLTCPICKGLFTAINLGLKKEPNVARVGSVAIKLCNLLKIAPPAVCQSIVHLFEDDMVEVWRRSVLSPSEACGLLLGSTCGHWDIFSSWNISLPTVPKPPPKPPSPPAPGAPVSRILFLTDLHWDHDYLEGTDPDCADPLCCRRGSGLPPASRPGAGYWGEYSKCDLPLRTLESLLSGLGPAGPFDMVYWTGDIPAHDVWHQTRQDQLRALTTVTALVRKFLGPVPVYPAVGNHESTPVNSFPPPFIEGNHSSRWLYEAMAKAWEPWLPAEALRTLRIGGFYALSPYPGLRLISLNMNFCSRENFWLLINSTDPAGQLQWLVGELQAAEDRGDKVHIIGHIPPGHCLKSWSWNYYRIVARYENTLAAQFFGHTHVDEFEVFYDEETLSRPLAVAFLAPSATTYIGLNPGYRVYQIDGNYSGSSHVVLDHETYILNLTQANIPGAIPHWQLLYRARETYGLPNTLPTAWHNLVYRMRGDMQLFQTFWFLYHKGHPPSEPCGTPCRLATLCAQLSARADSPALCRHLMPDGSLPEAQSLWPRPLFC
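Human placenta-derived ASM enzyme was preincubated with compound for 10 minutes at room temperature, then given fluorogenic substrate HMU-PC0 (9 uM final) for 60 minutes at 37 °C; a pH 10 stop preceded fluorescence reading at Ex 386/Em 447 nm.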
USP2a inh: blocks human ubiquitin-specific protease USP2a | O75604 | USP2 core, Ub-CHOP2 coupled fluorogenic reporter, 485/531 | Potency, µM (doses to about 38.3 µM), for the others: top-dose activity change, negative = inhibition, usual class: inhibitors | actives 0.01% (n = 330,000) | AID 463254;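 further: potency means the concentration at half of the fitted maximal effect; plate controls were DMSO wells for no effect and full inhibition by NEM control for full effect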
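Deubiquitinase activity read as fluorescence (485/531 nm) after Ub-CHOP2 cleavage activates the enterokinase reporter on its substrate; USP2 core 10nM, Ub-CHOP2 and substrate 25nM each, 30min compound preincubation then 60min RT; data normalized to NEM, curves fitted.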
TRPV1 ag: human TRPV1 agonism; actives 0.19% (n = 320,000); activation, % at 8.33 µM; AID 540275; Q8NER1; TRPV1-expressing cells, Fluo-8 calcium influx, agonist mode; in the data active means activation above about 80%; inconclusive means between about 30% and that limit; further: 0% is about no effect
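Fluo-8 calcium influx in TRPV1-expressing cells, kinetic read (ex 480/em 520 nm). Compound added and read 3 min for agonist activity, followed by capsaicin at EC20 final and 2 min further read for enhancement.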
B2AR arrestin: beta2AR (human) beta-arrestin recruitment activity | P07550 | beta-arrestin recruitment to beta2AR, cell-based reporter | Potency, µM (top dose mostly 46.1 µM), inactives show at the top dose activation, hits mostly activators | actives 0.02% (n = 330,000) | AID 492947;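 further: potency means the concentration at half of the fitted maximal effect; 0% = DMSO controls and full agonism = EC100 isoproterenol or metaproterenol; nearly all actives have a fitted effect of over 65% in size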
Target sequence (P07550 whole entry, looked up): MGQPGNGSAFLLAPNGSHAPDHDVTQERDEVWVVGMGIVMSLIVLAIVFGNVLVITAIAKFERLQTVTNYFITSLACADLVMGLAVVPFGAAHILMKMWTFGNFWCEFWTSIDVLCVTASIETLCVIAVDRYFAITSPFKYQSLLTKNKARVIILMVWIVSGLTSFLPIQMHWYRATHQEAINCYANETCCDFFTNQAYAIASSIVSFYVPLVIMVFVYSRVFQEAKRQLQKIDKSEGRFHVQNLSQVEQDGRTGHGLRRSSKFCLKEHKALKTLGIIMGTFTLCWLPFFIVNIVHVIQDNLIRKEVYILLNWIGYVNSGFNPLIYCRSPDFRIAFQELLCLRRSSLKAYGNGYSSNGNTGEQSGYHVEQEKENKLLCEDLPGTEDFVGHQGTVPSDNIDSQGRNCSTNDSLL
uPA generation: blocks generation of uPA at the cell surface; Potency, µM (doses to about 38.3 µM), for inactives: at the top dose activity change, negative = inhibition, most hits filed as inhibitors; actives 0.31% (n = 330,000); cell surface uPA generation assay, qHTS; AID 540303; active means well fitted inhibition curve with a large enough effect; inconclusive means small, poorly fitted or top-dose-only effect; inactive means no such curve, though single readings can be large or run the other way; tested in mouse RAW 264.7 cells; further: potency means the concentration at half of the fitted maximal effect; on the % scale 0 is the no-effect control and ±100 the full control effect; nearly all actives have a fitted effect of over 55% in size
Integrin act MD: activates integrin-mediated alleviation for muscular dystrophy | alpha7betagal myoblasts, beta-gal FDG fluorescence, 48 h | Potency, µM (series often up to 38.3 µM), inactives show at the top dose activation, usual class: activators | actives 0.064% (n = 350,000);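 further: potency means the concentration at half of the fitted maximal effect; 100% = response of the positive control SU9516; nearly all actives have a fitted effect of over 60% in size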
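Alpha7betagal+/- myoblasts (passage 13) were plated 16-24 hr, then exposed to compounds (1:260 dilution of DMSO stock) for 48 hours at 37C. After MPER lysis, β-galactosidase reporter activity was read as FDG fluorescence (ex 480/em 540) after 30 minutes.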
BRCA1 expr act: BRCA1 expression activation | MCF7-BRCA1-FFLuc reporter, luminescence, 48 h; response scale: scaled: vehicle 0%, 10 µM genistein 100% | Potency, µM (highest dose often 46.1 µM), inactives show at the top dose activation, most hits filed as activators | actives 1.1% (n = 380,000) | AID 624202; further: potency means the concentration at half of the fitted maximal effect; nearly all actives have a fitted effect of over 80% in size; some results filed as inactive show a strong effect at the top dose
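48 h compound treatment of MCF7-BRCA1-FFLuc cells (phenol-red free MEM, 37 °C), then 15 min with luciferase substrate and luminescence imaging.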
Eya2 inh: Eya2 (human) phosphatase inhibition | O00167 | actives 0.006% (n = 330,000) | recombinant Eya2, OMFP fluorescence dephosphorylation (OMFP is methylfluorescein phosphate) | Potency, µM (highest dose often 76.9 µM), for inactives: at the top dose activity, negative = inhibition, hits mostly inhibitors; further: potency means the concentration at half of the fitted maximal effect; on the % scale 0 is the no-effect control and ±100 the full control effect
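Eya2 (0.2 uM) preincubated 10 min at ambient with compound, then OMFP substrate added at 50 uM; 10 min reaction in 50 mM HEPES pH 7.5, 50 mM NaCl, 5 uM MgCl2, 0.05% BSA, 1 mM DTT. Fluorescence read at Ex 485/Em 525 nm.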
ELG1 genotoxic: genotoxicity induction in ELG1-luciferase HEK293T cells; HEK293T ELG1-luciferase reporter, luminescence, 16 h; Potency, µM (top dose mostly 46 µM), for inactives: at the top dose activity change, positive = activation, actives largely listed as activators; actives 1.3% (n = 330,000); AID 504466; further: potency means the concentration at half of the fitted maximal effect; % of control where 0% means no effect; nearly all actives have a fitted effect of over 60% in size
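Quantitative HTS format in 1536-well plates. HEK293T ELG1-luciferase reporter cells receive test compound and are incubated 16 hr at 37 °C, 5% CO2; ONE-Glo added, 30 min room temperature, then luminescence read.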
TSG101-PTAP inh: blocks PTAP/TSG101 interaction to inhibit HIV-1 budding; Q99816; Fluorescence polarization, FITC-PTAP peptide / Tsg101 binding; Potency, µM (doses to about 115 µM), inactives show at the top dose activity change, negative = inhibition, hits mostly inhibitors; 340,000 tested, under 10 active; AID 493005; active means well fitted inhibition curve with a large enough effect in the main read-out, with a control signal flat, not every such curve was filed as active; inconclusive means small, poorly fitted or top-dose-only effect, or effect the other way, or a change in a side signal; inactive means no such curve, though single readings can be large or run the other way; further: potency means the concentration at half of the fitted maximal effect; % of control where 0% means no effect
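Steps: Tsg101 binding domain dispensed (10 uM final), compounds pinned in DMSO, FITC-labeled PTAP-motif peptide added (50 nM final); after 20 min binding at room temperature, polarization measured.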
* marks the source's active call; other numbers are inactive results; ? = inconclusive; nt = no result given; [ ] = another dose, or the depositor's remark. Unless noted, the call rests on the fitted dose curve; in most records, active means well fitted curve in the direction sought with a large enough effect; inconclusive means small, poorly fitted or top-dose-only effect, or another doubt; inactive means no such curve, though single readings can be large; an effect the other way counts as inactive or inconclusive.

Structure,p53 reactivation,S-ASM inh,USP2a inh,TRPV1 ag,B2AR arrestin,uPA generation,Integrin act MD,BRCA1 expr act,Eya2 inh,ELG1 genotoxic,TSG101-PTAP inh
Cn1c(CNC(=O)CCNC(=O)c2ccc(F)c(F)c2)cc(=O)n(C)c1=O,-2%,10%,1%,2,2.3%,-18%,2%,23%,-4%,-1%,0%
CCOC(=O)c1ccccc1NC(=O)/C=C/c1cc(OC)c(OC)c(OC)c1,0%,87%[activator],1%,5,-0.8%,0%,-5%,1%,-13%,0%,-5%
O=[N+]([O-])c1cc(Cl)ccc1N1CCN(c2ccccc2O)CC1,8%,-3%,-10%,8,0.0%,1%,0%,0%,1%,-12%,-2%
Cc1cc(Cl)ccc1OCC(=O)NCCOc1nc(N2CCOCC2)nc(N2CCOCC2)n1,-5%,-1%,4%,-1,-0.4%,3%,-6%,-39%,-12%,2%,-7%
CC(OC(=O)C1CCN(c2ccc(C(F)(F)F)cn2)CC1)C(=O)NC1CCCCC1C (stereo unspecified),-10%,-4%,0%,2,-0.2%,6%,-24%,-17%,1%,-1%,1%
Nc1nc2c(ncn2C2C[C@H](O)[C@@H](CO)O2)c(=O)[nH]1 (stereo partly specified),-7%,-2%,2%,-4,0.0%,-5%,nt,34%,-21%,-33%[inhibitor],-1%
O=C(Cn1c(=O)oc2ccccc21)N(Cc1ccccc1)C1CCS(=O)(=O)C1 (stereo unspecified),2%,1%,-1%,0,-0.3%,1%,7%,-1%,-10%[15.4 µM],1%,-1%
O=C(NCc1ccccn1)C1CCCN(Cc2cnn(-c3ccccc3)c2-n2cccc2)C1 (stereo unspecified),7%,2%,0%,0,-0.6%,0%,-28%,-26%,?,2%,-1%
O=C(COc1ccccc1)NC1CCCCCCC1,8%,-1%,-8%,?,0.3%,2%,4%,68%,1%,14%,-5%
Cn1c(=O)c2ncn(CC(=O)Nc3cccc(-c4nc5ccccc5s4)c3)c2n(C)c1=O,?,0%,3%,-2,-0.3%,-8%,8%,35%,-3%,3%,-4%
COc1cccc(/C=N/n2c(=S)n(C)c3ccccc32)c1OC,2%,-7%,7%,4,?,6%,7%,-14%[1.84 µM],-14%,3%,-11%
Cc1cccc(N/C(=N\S(=O)(=O)c2ccccc2)C(F)(F)F)c1,9%,2%,0%,0,0.3%,6%,3%,22%,10%,2%,-2%
Cc1ccc(S(=O)(=O)CC2CSc3nc4ccccc4n32)cc1 (stereo unspecified),-5%,-1%,0%,-1,0.1%,-7%,-36%,-34%,4%,-18%,-4%
O=C(O)CCCCCCC1C(=O)NC(=O)N1CCC(O)C1CCCCC1 (stereo unspecified),-4%,6%,5%,-2,-0.5%,?,nt,8%,-6%,0%,-4%
O=C(O)CN1C(=O)C2C3C=CC(C3)C2C1=O (stereo unspecified),1%,-1%,2%,-5,-1.3%,-28%,19%,-11%,0%,-1%,-2%
COc1ccccc1CNC(=O)/C=C/c1ccc(Br)o1,3%,5%,-4%,-1,0.0%,2%,15%,-26%,6%,2%,-2%
OCC1(CCCc2ccccc2)CCN(Cc2ccc(F)cc2)CC1,0%,-1%,1%,1,0.2%,4%,-29%,-22%,7%,-6%,-2%
COc1ccc(C(=O)Nc2ccccc2C(=O)NC(Cc2c[nH]c3ccccc23)C(=O)O)cc1 (stereo unspecified),-1%,0%,-5%,3,0.1%,1%,1%,1%,9%,3%,1%
COc1c(C)cc(C(=O)C2CCCN(C(=O)c3ccc4cc[nH]c4c3)C2)cc1C (stereo unspecified),3%,-3%,0%,0,6.3%,7%,3%,-54%,2%,-1%,-1%
CCn1ncc(Br)c1C(=O)Nc1ncc(C)s1,-1%,5%,1%,1,-0.8%,-3%,7%,82%,0%,6%,-2%

Reprinted from the part before: two entries, followed by the next part.
Structure,p53 reactivation,S-ASM inh,USP2a inh,TRPV1 ag,B2AR arrestin,uPA generation,Integrin act MD,BRCA1 expr act,Eya2 inh,ELG1 genotoxic,TSG101-PTAP inh
COc1c(C)cc(C(=O)C2CCCN(C(=O)c3ccc4cc[nH]c4c3)C2)cc1C (stereo unspecified),3%,-3%,0%,0,6.3%,7%,3%,-54%,2%,-1%,-1%
CCn1ncc(Br)c1C(=O)Nc1ncc(C)s1,-1%,5%,1%,1,-0.8%,-3%,7%,82%,0%,6%,-2%
CSc1ccccc1-c1nnc(NC(=O)Cc2ccccc2)o1,2%,0%,-1%,0,0.7%,-7%,-10%,9%,1%,0%[9.26 µM],-3%
CCSC(C)CC1CC(=O)CC(=O)C1 (stereo unspecified),12%,-1%,-2%,8,-0.6%,-2%,10%,-8%,10%,4%,2%
CCOC(=O)c1c(NC(=O)Cn2nc([N+](=O)[O-])c(Br)c2C)sc2c1CCC(C)C2 (stereo unspecified),-1%,0%,2%,3,0.3%,-2%,2%,-16%,-1%,-3%,-4%
Cc1c(C(=O)Nc2ccccn2)sc2nc3n(c(=O)c12)CCC3,20%,14%,-2%,0,-0.3%,-9%,1%,28%,-4%,?,-5%
N/C(=N\OC(=O)c1ccco1)c1cccnc1,2%,1%,4%,3,-0.3%,-1%,5%,76%,6%,?,-3%
C/C=C/COC(=O)c1[nH]c2c(c1C)C(=O)CC(c1ccc(N(C)C)cc1)C2 (stereo unspecified),-14%,-11%,-2%,1,-0.1%,?,-20%,-23%,4%,-2%,-3%
CC(C)(C)C(=O)/C(C#N)=c1\s/c(=C\c2ccncc2)c(=O)n1CCCN1CCOCC1,-2%,nt,-1%,0,-0.2%,nt,nt,nt,-2%,0%,nt
Cc1ccccc1-n1nc(C(=O)c2cccs2)cc(-c2nc3ccccc3[nH]2)c1=N,1%,-12%,-4%,4,-0.1%,0%,-13%,-72%,-17%,-11%,0%
O=C(c1cccs1)N1CCN(c2nc3ccc([N+](=O)[O-])cc3s2)CC1,6%,nt,8%,-1,0.0%,8%,-4%,-16%,3%,0%,2%
Cc1cccc(NC(=O)c2cccc(S(=O)(=O)Nc3ccccc3C(=O)O)c2)c1,nt,-1%,0%,4,-0.4%,0%,11%,-19%,15%,2%,-3%
OCC[C@H]1NCc2cc(CO)cc(-c3ccccc3)c21,nt,2%,nt,nt,nt,-1%,-26%,-2%,nt,nt,0%
COC(=O)C(c1ccccc1)C1(O)CC(C)N(C)CC1C (stereo unspecified),nt,2%,0%,-1,0.3%,-3%,10%,11%,3%,0%,1%
CC1CCCN(C(=O)C23CCC(C)(C(=O)C2)C3(C)C)C1 (stereo unspecified),-2%,6%,0%,5,-2.1%,9%,10%,8%,-22%,0%,0%
Cc1cc(CSC(=N)N)c(CSC(=N)N)cc1C,2%,0%,1%,5,-0.3%,-3%,-22%,-2%,11%,-2%,1%
O=C(COC(=O)c1cc(S(=O)(=O)N2CCCC2)ccc1O)NCc1ccccc1,3%,2%,0%,-3,0.0%,-1%,-11%,-8%,18%,1%,-2%
COCCN(C(=O)/C=C/c1cccc([N+](=O)[O-])c1)c1c(N)n(Cc2ccccc2)c(=O)[nH]c1=O,-2%,2%,9%,-1,0.0%,1%,40%,0%,-3%,7%,-11%
CC(=O)N1c2ccc(S(=O)(=O)N3CCC(C(=O)N4CCCC(C)C4)CC3)cc2CC1C (stereo unspecified),2%,-1%,1%,3,0.0%,-6%,-36%,-25%,6%,-5%[9.26 µM],-4%
Cc1cc(=O)[nH]c(SCC2(O)C3CC4CC(C3)CC2C4)n1 (stereo unspecified),-3%,-3%,-1%,0,-0.2%,2%,-15%,1%,2%,4%,-2%
CCOC(=O)C1=C(C)NC(=O)NC1c1ccoc1 (stereo unspecified),4%,7%,2%,0,0.1%,-1%,1%,4%,-5%,-1%,-2%
O=S(=O)(c1ccc(F)cc1)n1ccc2cccnc21,14%,2%,-2%,0,-0.1%,1%,-19%,4%,-17%,11%,-8%
COc1ccc(NC(=O)CCN2CCOCC2)c(OC)c1,1%,3%,-1%,0,-0.5%,-4%,6%,-27%,4%,5%,1%
Cn1c(Cc2csc(N)n2)nnc1SC/C=C/c1ccccc1,-9%,1%,2%,0,0.3%,0%,-4%,24%,-12%,-5%,-4%
CCOC(=O)CSc1nc2ccccc2c(=O)n1CC1COc2ccccc2O1 (stereo unspecified),0%,-7%,0%,7,0.9%,0%,-7%,0%[1.84 µM],?,-11%,1%
CCCCCOC(=O)C1[C@H]2C(=O)N(CCCOC)C[C@]23C=C[C@H]1O3 (stereo partly specified),1%,3%,1%,1,0.5%,-3%,6%,-8%,3%,-13%,-3%
